B2AR arrestin: agonists driving beta-arrestin recruitment to human beta2-adrenergic receptor; actives 0.02% (n = 330,000); P07550; beta-arrestin recruitment to beta2AR, cell-based reporter; Potency, µM (titrated, usually from 46.1 µM), inactives show at the highest dose activation, usual class: activators;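 note: potency is the fitted concentration of half-maximal effect; 0% = DMSO controls and full agonism = EC100 isoproterenol or metaproterenol; nearly all actives have a fitted effect of over 65% in size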
Target sequence (P07550 whole entry, looked up): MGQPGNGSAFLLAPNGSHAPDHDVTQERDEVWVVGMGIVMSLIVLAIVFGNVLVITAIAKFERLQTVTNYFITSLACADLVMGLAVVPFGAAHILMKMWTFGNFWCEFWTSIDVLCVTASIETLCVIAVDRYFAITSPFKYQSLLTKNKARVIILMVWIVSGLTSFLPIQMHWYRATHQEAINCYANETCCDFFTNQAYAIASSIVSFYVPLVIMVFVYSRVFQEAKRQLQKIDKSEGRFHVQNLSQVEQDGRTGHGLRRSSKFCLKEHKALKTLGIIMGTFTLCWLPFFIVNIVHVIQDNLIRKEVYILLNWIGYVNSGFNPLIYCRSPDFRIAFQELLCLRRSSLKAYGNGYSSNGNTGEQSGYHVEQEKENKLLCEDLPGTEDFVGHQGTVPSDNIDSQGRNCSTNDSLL
Tb PFK inh: blocks T. brucei phosphofructokinase. O15648. actives 0.17% (n = 330,000). T. brucei PFK, ADP-Glo luminescence. Potency, µM (titrated, usually from 57.5 µM), for the others: at the top dose activity, negative = inhibition, actives largely listed as inhibitors;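 note: potency is the fitted concentration of half-maximal effect; 0% = uninhibited 1x PFK enzyme wells and -100% = no-enzyme wells; nearly all actives have a fitted effect of over 60% in size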
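Activity is normalized to no-enzyme wells (full inhibition) and 1.25 nM enzyme wells (no inhibition). Reaction: 0.5 mM F6P, 0.1 mM ATP, 45 min RT, ADP-Glo luminescence; concentration-response curves fitted and classed by quality.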
PTAP TSG101 blk: blocks PTAP/TSG101 interaction to inhibit HIV-1 budding | Q99816 | 340,000 tested, under 10 active | Potency, µM (titrated, usually from 115 µM), for the others: at the highest dose activity change, negative = inhibition, actives largely listed as inhibitors | Fluorescence polarization, FITC-PTAP peptide / Tsg101 binding; active = well fitted inhibition curve with a large enough effect in the main read-out, with a control signal flat, not every such curve was filed as active; inconclusive = small, poorly fitted or top-dose-only effect, or effect the other way, or a change in a side signal; inactive = no such curve, though single readings can be large or run the other way; note: potency is the fitted concentration of half-maximal effect; % of control where 0% means no effect
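Fluorescence anisotropy tracks displacement of a FITC-tagged PTAP peptide (50 nM) from the Tsg101 binding domain (10 uM), following a 20 min room-temperature incubation at pH 7.5.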
Menin MLL FP TR: inhibitors of human menin-MLL interaction, mutant MLL peptide; Menin + Texas Red MLL mutant peptide, fluorescence polarization; Potency, µM (doses to about 61.6 µM), inactives show top-dose FP activity change, negative = inhibition, most hits filed as inhibitors; actives 0.23% (n = 270,000); AID 1768; active = well fitted inhibition curve with a large enough effect in the polarisation, with a control signal flat, not every such curve was filed as active; inconclusive = small, poorly fitted or top-dose-only effect, or effect the other way, or a change in a side signal; inactive = no such curve, though single readings can be large or run the other way; the % refers to the polarisation; note: potency is the fitted concentration of half-maximal effect; % of control where 0% means no effect; many of its hits are not listed in these tables
GALK inh: blocks human galactokinase activity; Purified GALK, Kinase-Glo residual ATP luminescence; Potency, µM (top dose mostly 57.5 µM), inactives show top-dose activity change, negative = inhibition, usual class: inhibitors; actives 0.007% (n = 270,000); note: potency is the fitted concentration of half-maximal effect; % is set by controls: 0 for no effect and ±100 for the full control effect
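ATP-depletion format; final 35 uM ATP, 100 uM D-galactose, 5 nM enzyme; pH 8.0 HEPES/Mg2+ buffer; 60 min RT; luminescence read 10 min after detection reagent.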
PKM2 activator: activators of human pyruvate kinase M2 | AID 1631 | actives 0.34% (n = 260,000) | P14618 | purified PKM2, Kinase-Glo ATP luminescence, activation; response scale: 0% is enzyme alone, no compound | Potency, µM (titrated, usually from 57.5 µM), inactives show top-dose activation, usual class: activators; note: potency is the fitted concentration of half-maximal effect; % is set by controls: 0 for no effect and ±100 for the full control effect; nearly all actives have a fitted effect of over 55% in size
Target sequence (P14618 whole entry, looked up): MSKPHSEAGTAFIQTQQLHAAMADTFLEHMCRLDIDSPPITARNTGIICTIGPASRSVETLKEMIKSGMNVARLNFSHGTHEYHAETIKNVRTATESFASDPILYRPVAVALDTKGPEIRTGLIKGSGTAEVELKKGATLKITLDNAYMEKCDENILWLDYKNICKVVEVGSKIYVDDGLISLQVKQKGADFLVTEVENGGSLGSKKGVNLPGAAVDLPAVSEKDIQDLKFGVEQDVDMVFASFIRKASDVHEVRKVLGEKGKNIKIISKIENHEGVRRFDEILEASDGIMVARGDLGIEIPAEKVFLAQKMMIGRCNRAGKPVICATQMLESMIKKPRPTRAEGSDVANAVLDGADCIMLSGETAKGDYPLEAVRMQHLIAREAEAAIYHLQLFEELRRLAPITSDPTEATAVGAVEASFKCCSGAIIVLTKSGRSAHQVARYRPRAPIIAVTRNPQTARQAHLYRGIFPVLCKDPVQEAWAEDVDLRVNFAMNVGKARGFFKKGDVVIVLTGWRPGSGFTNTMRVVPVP
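Kinase-Glo luminescence reports ATP generated from ADP (0.1 mM) and PEP (0.5 mM) by purified hPK-M2 after 1 h at room temperature, pH 7.2 imidazole buffer; intermediate enzyme activity allows detecting inhibitors and activators.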
Giardia killer: Giardia lamblia killing. Giardia lamblia trophozoite viability. activity change, % at 7.66 µM, hits read low. actives 0.15% (n = 340,000); in the data active = activity change below about -80%; inconclusive = between about -30% and that limit;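 note: parasites exposed to compound for two days anaerobically before the ATP read; % is set by controls: 0 for no effect and ±100 for the full control effect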
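Each well holds 100 Giardia trophozoites and compound. After two days (48 hrs) at 37 deg C in anaerobic conditions, ATP is quantified by luminescence.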
ASM inhibitor: inhibitors of human secretory acid sphingomyelinase; placental ASM, HMU-PC fluorogenic substrate, 60 min; Potency, µM (highest dose often 57.5 µM), for inactives: at the highest dose activity change, negative = inhibition, most hits filed as inhibitors; AID 504937; actives 0.006% (n = 340,000); note: potency is the fitted concentration of half-maximal effect
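qHTS format. ASM enzyme prepared from human placenta hydrolyses the fluorogenic substrate HMU-PC0 (9 uM final) over 60 min at 37 °C after a 10 min compound preincubation.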
Chronic BCR inh: chronic active BCR signaling inhibition; actives 0.05% (n = 340,000); Potency, µM (highest dose often 46.1 µM), without a hit: at the highest dose ratio change, negative = lower green/red ratio, actives largely listed as inhibitors; ABC-DLBCL IkBa-CBG/CBR reporter, luminescence ratio, 4 h; active = well fitted inhibition curve with a large enough effect in the signal ratio, with a control signal flat, not every such curve was filed as active; inconclusive = small, poorly fitted or top-dose-only effect, or effect the other way, or a change in a side signal; the % refers to the signal ratio;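 note: potency is the fitted concentration of half-maximal effect; plate controls were basal doxycycline-induced cells for no effect and cells given 10 µM MG132 for full effect; MG132 reads +100%, hits lower the ratio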
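Doxycycline induced both beetle luciferases in TMD8 lymphoma cells; IKK-driven degradation limits the IkappaBalpha-fused green signal, while red luminescence normalises for cell number and nonspecific effects. Compounds tested up to 46 uM, 4 hrs.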
Integrin act MD: activators of alpha7 integrin expression for muscular dystrophy. alpha7betagal myoblasts, beta-gal FDG fluorescence, 48 h. Potency, µM (titrated, usually from 38.3 µM), for the others: at the top dose activation, usual class: activators. actives 0.064% (n = 350,000). AID 624291;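 note: potency is the fitted concentration of half-maximal effect; 100% = response of the positive control SU9516; nearly all actives have a fitted effect of over 60% in size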
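Alpha7betagal+/- myoblasts (passage 13) were plated 16-24 hr, then exposed to compounds (1:260 dilution of DMSO stock) for 48 hours at 37C. After MPER lysis, β-galactosidase reporter activity was read as FDG fluorescence (ex 480/em 540) after 30 minutes.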
FBPA coupling cs: counter-screen for Giardia aldolase inhibitors: coupling enzyme system | coupling enzyme system counterscreen, AmpLite Red fluorescence | actives 0.67% (n = 290,000) | activity change, negative = inhibition, % at 58.2 µM, hits read low; in the data active = activity change below about -30%; note: % is set by controls: 0 for no effect and ±100 for the full control effect
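Final compound at 57.5 uM, incubated 10 min at RT with coupling enzyme reagent (glyceraldehyde-3-phosphate), then 20 min with substrate and AmpLite Red detection. Fluorescence read at 525/598 nm; tests interference with the coupling assay, not aldolase inhibition.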
Starred values were filed as active, the others as inactive; u = inconclusive; x = not tested or not shown; & = joins results of further samples; [ ] = remark or other dose. Unless noted, calls come from the whole dose curve; as a rule, active = well fitted curve in the direction sought with a large enough effect; inconclusive = small, poorly fitted or top-dose-only effect, or another doubt; inactive = no such curve, though single readings can be large; an effect the other way counts as inactive or inconclusive.

SMILES | B2AR arrestin | Tb PFK inh | PTAP TSG101 blk | Menin MLL FP TR | GALK inh | PKM2 activator | Giardia killer | ASM inhibitor | Chronic BCR inh | Integrin act MD | FBPA coupling cs
CC1CC2=C(C(=O)O1)C(c1ccccc1)Nc1ccccc1N2 (centres undefined) | -0.6% | 0% | -3% | -1% | 0% | 1% | -2 | -1% | 4% | u | 2
Cc1ccc(NC2CCCN(C(=O)c3ccccc3-c3ncc[nH]3)C2)cc1C (centres undefined) | -1.0% | 4% | -1% | x | 0% | -9% | 34[activator] | 2% | -12% | -17% | x
O=C(Nc1ccc(NC(=O)c2cccs2)c(Cl)c1)c1cccs1 | -0.2% | -9% | -5% | u | -2% | -10% | -20 | -9% | 12% | 30% | -8
COC(=O)c1ccc(/C=N\n2c(C)nnc2C)cc1 | 2.1% | 1% | -1% | -3% | 1% | 5% | -4 | -5% | u | 18% | 1
CCCn1c(N)c(C(c2ccc(C(=O)OC)cc2)N2CCN(c3ccccc3)CC2)c(=O)[nH]c1=O (centres undefined) | 0.1% | -7% | -2% | 2% | 2% | -5% | 3 | -3% | u | -6% | -3
CCCCn1c(N)c(N(CC(C)C)C(=O)c2oc3c(Cl)cccc3c2C)c(=O)[nH]c1=O | 0.5% | 0% | -2% | x | x | x | -12 | 10% | 2% | -9% | x
CC(C)C(NC(=O)c1ccccc1F)C(=O)OCC(=O)c1ccc(F)cc1 (centres undefined) | 0.2% | -2% | -1% | 1% | -2% | -3% | 4 | -1% | u | -4% | -5
Cc1ccc(S(=O)(=O)NC2(C(F)(F)F)NC(=O)N(CCc3ccccc3)C2=O)cc1 (centres undefined) | -0.9% | 1% | 1% | 5% | 1% | -4% | 22 | -1% | 5% | 2% | 5
Cc1ccc(CN2CCN(/N=C/c3cccn3C)CC2)c(C)c1 | 0.2% | 1% | 0% | -7% | 1% | x | -2 | 1% | -1% | -49%[inhibitor] | -5
Cc1ccc(C(=O)OCC2OC3OC(C)(C)OC3C2O)cc1 (centres undefined) | -0.1% | -1% | -1% | 5% | 0% | -15% | -16 | 3% | -3% | -4% | 6
COc1ccc(C(=O)C[n+]2ccc(N(C)C)cc2)cc1 | -0.6% | 1% | -2% | x | -1% | -1% | -3 | 0% | u | -25% | 0
Cc1cc(C(=O)CCl)c(C)n1-c1c(C)n(C)n(-c2ccccc2)c1=O | -0.1% | -1% | -4% | -4% | -2% | 5% | 1 | 8% | u | -32%[inhibitor] | 4
COc1ccc(NC(=S)NCc2ccc3c(c2)cc(C)n3C)cc1 | -0.2% | 1% | -2% | 25% | x | -5% | 5 | -11% | u | -10% | -3
CCC1CCCCN1CCCNC(=O)CN1C(=O)COc2ccc(S(=O)(=O)N3CCC(C)CC3)cc21 (centres undefined) | 0.1% | 0% | 1% | x | -4% | x | -9 | 6% | -1% | -7% | x
CCOc1ccc2oc(C(=O)OCC(=O)NCc3ccc(OC)cc3)c(C)c2c1 | -0.1% | 0% | 5% | x | x | x | 8 | 3% | -5% | -18% | x
COc1ccc(Cc2nnc(SCC(=O)Nc3ccc(C)c(C)c3)o2)cc1OC | -0.7% | 2% | 1% | 10% | 1% | x | 12 | -4% | -11% | 18% | 3
O=C(NCC1CCCO1)c1ccc(S(=O)(=O)N2CCC(c3nc4ccc(Cl)cc4[nH]3)CC2)cc1 (centres undefined) | -0.2% | 1% | -3% | 10% | -4% | 6% | 6 | -2% | 8% | -12% | 2
COc1ccc2c(CCNC(=O)/C=C/c3ccc(OC)c(OC)c3)c[nH]c2c1 | 0.3% | -11% | -5% | u | x | x | -13 | 4% | -7% | 12% | 0
c1ccc(Nc2nc(-c3ccncc3)nc3ccccc23)cc1 | 0.0% | 1% | 1% | 2% | 0% | 8% | -15 | 20% | -7% | 9% | 1
COc1ccc(-c2nc3ccccc3nc2-c2ccccc2)cc1 | -0.1% | 2% | -6% | 0% | -4% | 0% | 1 | 352%[activator] | 24% | -9% | -1
Cc1cc(NC(=O)Cc2ccccc2)ccc1NC(=O)c1cccs1 | 0.0% | -1% | -1% | 10% | -2% | -2% | -6 | -3% | u | -18% | 0
CCCn1nnc(NC(=O)c2ccc(-c3cccc(Cl)c3)o2)n1 | -0.1% | -2% | -5% | -8% | 0% | 0% | -5 | -2% | -14% | 6% | 3
CCOC(=O)c1ccc(NC(=O)C2CC(=O)N(c3ccc4c(c3)OCCO4)C2)cc1 (centres undefined) | 0.1% | -3% | 1% | x | x | x | -5 | -5% | -2% | 3% | x
O=C(CCC1CCCCC1)NCCN1C2=NC[C@H](Cc3ccc(O)cc3)N2C[C@H]1Cc1ccc(O)cc1 | 3.3% | 0% | -2% | x | 2% | -1% | -3 | 1% | 3% | -7% | -9
CC(C)(C)c1ccc(C(=O)NCCC(=O)Nc2ccc(S(=O)(=O)Nc3nccs3)cc2)cc1 | -0.1% | 7% | -6% | x | x | x | 30 | -2% | 5% | 16% | x
COc1ccccc1NC(=O)Cn1cnc2c(cnn2-c2ccccc2)c1=O | -0.3% | 1% | -1% | -1% | 0% | -8% | -16 | -3% | 12% | -12% | 0
N#Cc1cc2c(nc1SCC(=O)N1CCOCC1)CCCCC2 | -0.3% | -3% | -4% | x | -2% | -4% | 0 | 8% | u | -20% | -3
COc1ccc(S(=O)(=O)N2CCOCC2)cc1C(=O)N1CCCCCC1 | -0.9% | -2% | -3% | x | -4% | -2% | -5 | 6% | 1% | -21% | x
Cc1cc(Br)ccc1NC(=O)CNC(=O)CN(C)C1CCS(=O)(=O)C1 (centres undefined) | 0.1% | 0% | -2% | x | x | x | -3 | 0% | 2% | 16% | x
Cc1cc(C)cc(NC(=S)N(CCN2CCCCC2)Cc2ccco2)c1 | -0.2% | -2% | 2% | -3% | -1% | 0% | -15 | 1% | 4% | -18% | -1
O=C(CC1C(=O)N(c2ccccc2)C(=O)N1C1CCCCC1)Nc1ccccc1 (centres undefined) | -0.1% | -2% | -2% | x | -4% | -13% | 5 | -2% | -2% | -5% | -3
N#CC12CCCCC1CC1CCCCC1(C#N)N2CCO (centres undefined) | -0.2% | 0% | -2% | 9% | 7% | 2% | 4 | 0% | -2% | -23% | 4
O=C(COc1ccccc1)NCC(c1ccco1)N1CCN(c2ccc(F)cc2)CC1 (centres undefined) | -1.0% | -3% | -4% | x | x | x | u | -2% | u | 12% | x
CC(C)Nc1nc(C#N)nc(NC(C)C)n1 | -0.8% | -7% | -4% | -22% | 3% | 3% | -6&11 | -1% | -1% | -23% | 2
COC(=O)c1cc(Br)ccc1NC(=O)CSCc1c(C)noc1C | 1.0% | -5% | 0% | x | x | x | -3 | -2% | -3% | -2% | x
COc1ccc(Nc2nnc(C)c(=O)[nH]2)c(OC)c1 | -1.1% | 2% | 1% | x | -1% | 3% | 4 | 3% | 0% | 13% | 1
Cc1cccc(NC(=O)CN2C(=O)CSC2=O)c1 | -0.1% | -9% | -3% | -6% | 2% | -8% | 0 | 3% | -5% | -13% | 1
O=C(NC1CCCCC1)N(CCN1CCOCC1)Cc1cc2cc3c(cc2[nH]c1=O)OCCO3 | -0.8% | 0% | -5% | -15% | 2% | -5% | -18 | 36%[activator] | -12% | 13% | -1
COc1cc(OC)c2ccc(=O)oc2c1C(CCN1CCOCC1)c1ccc2c(c1)OCO2 (centres undefined) | 0.4% | 3% | -2% | -22% | x | x | 6 | 21% | 3% | 0% | -1
CN(C)c1oc(-c2ccc(OCc3ccccc3)cc2)nc1C#N | -1.5% | 1% | 0% | 5% | 0% | 1% | 5 | -3% | u | 18% | 3
O=C(/C=C/c1ccco1)NCC(=O)N/N=C/c1ccccc1[N+](=O)[O-] | 0.0% | 25% | -6% | 14% | -1% | 15% | 0 | -4% | 3% | 5% | 1

Some entries already given, limited to Tb PFK inh, Giardia killer and ASM inhibitor.
SMILES | Tb PFK inh | Giardia killer | ASM inhibitor
O=C(NC1CCCCC1)N(CCN1CCOCC1)Cc1cc2cc3c(cc2[nH]c1=O)OCCO3 | 0% | -18 | 36%[activator]
CN(C)c1oc(-c2ccc(OCc3ccccc3)cc2)nc1C#N | 1% | 5 | -3%

From PubChem

These rows are one share of the data; the hit share may differ from the screen's.
